# MT1-MMP act inh: blockers of MT1-MMP proenzyme processing, primary screen, HT1080 RFP-PRO-GFP cells, GFP/RFP fluorescence | GFP/RFP ratio fluorescence, overnight; percent of plate control window, DMSO zero | GFP/RFP ratio change, % at 20 µM | 360,000 tested, 0.061% active | AID 651647, 2012;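 active means GFP/RFP ratio change of at least 30% with cell ATP level not reduced by more than half and red fluorescence within 50% of control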; further: strong numbers were not always called active
#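 Read-out: GFP/RFP fluorescence ratio; Test system: RFP-PRO-GFP reporter HT1080 cells; Compound dosing: single-point 20 µM compound, 1% DMSO; Times: overnight compound exposure at 37 °C.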
# Neddylation inh: inhibitors of cullin neddylation, primary screen, biochemical, TR-FRET, uHTS, NAE and Ubc12; 360,000 tested, 0.58% active; calls only at 25 µM; NEDD8-conjugating enzyme Ubc12 (Homo sapiens) + NEDD8-activating enzyme E1 regulatory …; in the data active means inhibition above about 36%
# SKN-1 inh: suppressors of acrylamide-induced Pgst-4::GFP reporter in worms, primary screen, SKN-1 inhibitor project, whole organism, uHTS, GFP/RFP fluorescence ratio, strain VP596. C. elegans VP596 Pgst-4::GFP/RFP ratio, 24 h. inhibition, % at 21.8 µM. 360,000 tested, 0.49% active. AID 624304, 2012;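 active means interference check ratio from 0.5 to 1.5 plus GFP to RFP signal ratio inhibition reaching or exceeding a fixed threshold, cut at about 30% in these data, passing the limit was not always enough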; further: some compounds called inactive have numbers as strong as hits
# bovine MsrA act: bovine MsrA enzyme activators, primary screen, biochemical, absorbance, HTS; Methionine sulfoxide reductase A (Bos taurus); purified bovine MsrA, absorbance read-out; activation, % at 10.6 µM; 360,000 tested, 0.3% active; in the data active means activation above about 7.5%;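 further: 0% = vehicle and 100% = reference activator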
# CendR NRP1 mod: modulators of CendR peptide binding to NRP-1, primary screen, biochemical, fluorescence polarization, uHTS | Neuropilin-1 (Homo sapiens), O14786 | FAM-RPARPAR peptide binding to NRP-1 | inhibition, % at 25 µM | 360,000 tested, 0.85% active | AID 602438, 2012;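 active means inhibition or corrected inhibition above about 18%, plus a signal ratio from 0.5 to 1.5, limit read from the data, passing the limit was not always enough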; further: strong numbers were not always called active
# PABP1 MLLE inh: inhibitors of PABP1 MLLE–PAM2 peptide binding, primary screen, biochemical, fluorescence polarization, FITC-PAM2, GST-MLLE. Polyadenylate-binding protein 1 (Homo sapiens), P11940. inhibition, % at 20 µM. 360,000 tested, 0.36% active; in the data active means inhibition above about 35%, passing the limit was not always enough;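 further: plate controls were DMSO wells with GST-MLLE for no effect and wells lacking GST-MLLE protein for full effect; some results filed as inactive read as strong as hits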
# eLon inh: inhibitors of E. coli Lon protease, primary screen, biochemical, fluorescence polarization | P0A9M0 | purified E. coli Lon protease | inhibition, % at 7.94 µM | 360,000 tested, 0.42% active; in the data active means inhibition above about 13%, passing the limit was not always enough;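 further: 0% = enzyme with probe and DMSO and 100% = no enzyme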
# Rin1-Abl PPI inh: inhibitors of Rin1-Abl protein binding, primary screen, biochemical, TR-FRET; 360,000 tested, 0.4% active; AID 588664, 2011; Tyrosine-protein kinase ABL1 (Homo sapiens) + Ras and Rab interactor 1 (Homo sapiens), …; inhibition, % at 7.35 µM; in the data active means inhibition above about 5%, passing the limit was not always enough
# FAS-TE inh: FAS thioesterase domain inhibitors, primary screen, biochemical, fluorescence intensity, uHTS. Fatty acid synthase (Homo sapiens), P49327. 360,000 tested, 0.67% active. inhibition, % at 15 µM. recombinant FAS-TE, OMFH fluorogenic substrate, fluorescence endpoint;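 active means compounds whose normalised, plate-corrected inhibition of enzyme fluorescence in the single-dose primary screen is 50% or more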;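 further: 0% = DMSO with enzyme and 100% = substrate without enzyme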
# Target sequence (P49327 whole entry, looked up, the tested form may be a part): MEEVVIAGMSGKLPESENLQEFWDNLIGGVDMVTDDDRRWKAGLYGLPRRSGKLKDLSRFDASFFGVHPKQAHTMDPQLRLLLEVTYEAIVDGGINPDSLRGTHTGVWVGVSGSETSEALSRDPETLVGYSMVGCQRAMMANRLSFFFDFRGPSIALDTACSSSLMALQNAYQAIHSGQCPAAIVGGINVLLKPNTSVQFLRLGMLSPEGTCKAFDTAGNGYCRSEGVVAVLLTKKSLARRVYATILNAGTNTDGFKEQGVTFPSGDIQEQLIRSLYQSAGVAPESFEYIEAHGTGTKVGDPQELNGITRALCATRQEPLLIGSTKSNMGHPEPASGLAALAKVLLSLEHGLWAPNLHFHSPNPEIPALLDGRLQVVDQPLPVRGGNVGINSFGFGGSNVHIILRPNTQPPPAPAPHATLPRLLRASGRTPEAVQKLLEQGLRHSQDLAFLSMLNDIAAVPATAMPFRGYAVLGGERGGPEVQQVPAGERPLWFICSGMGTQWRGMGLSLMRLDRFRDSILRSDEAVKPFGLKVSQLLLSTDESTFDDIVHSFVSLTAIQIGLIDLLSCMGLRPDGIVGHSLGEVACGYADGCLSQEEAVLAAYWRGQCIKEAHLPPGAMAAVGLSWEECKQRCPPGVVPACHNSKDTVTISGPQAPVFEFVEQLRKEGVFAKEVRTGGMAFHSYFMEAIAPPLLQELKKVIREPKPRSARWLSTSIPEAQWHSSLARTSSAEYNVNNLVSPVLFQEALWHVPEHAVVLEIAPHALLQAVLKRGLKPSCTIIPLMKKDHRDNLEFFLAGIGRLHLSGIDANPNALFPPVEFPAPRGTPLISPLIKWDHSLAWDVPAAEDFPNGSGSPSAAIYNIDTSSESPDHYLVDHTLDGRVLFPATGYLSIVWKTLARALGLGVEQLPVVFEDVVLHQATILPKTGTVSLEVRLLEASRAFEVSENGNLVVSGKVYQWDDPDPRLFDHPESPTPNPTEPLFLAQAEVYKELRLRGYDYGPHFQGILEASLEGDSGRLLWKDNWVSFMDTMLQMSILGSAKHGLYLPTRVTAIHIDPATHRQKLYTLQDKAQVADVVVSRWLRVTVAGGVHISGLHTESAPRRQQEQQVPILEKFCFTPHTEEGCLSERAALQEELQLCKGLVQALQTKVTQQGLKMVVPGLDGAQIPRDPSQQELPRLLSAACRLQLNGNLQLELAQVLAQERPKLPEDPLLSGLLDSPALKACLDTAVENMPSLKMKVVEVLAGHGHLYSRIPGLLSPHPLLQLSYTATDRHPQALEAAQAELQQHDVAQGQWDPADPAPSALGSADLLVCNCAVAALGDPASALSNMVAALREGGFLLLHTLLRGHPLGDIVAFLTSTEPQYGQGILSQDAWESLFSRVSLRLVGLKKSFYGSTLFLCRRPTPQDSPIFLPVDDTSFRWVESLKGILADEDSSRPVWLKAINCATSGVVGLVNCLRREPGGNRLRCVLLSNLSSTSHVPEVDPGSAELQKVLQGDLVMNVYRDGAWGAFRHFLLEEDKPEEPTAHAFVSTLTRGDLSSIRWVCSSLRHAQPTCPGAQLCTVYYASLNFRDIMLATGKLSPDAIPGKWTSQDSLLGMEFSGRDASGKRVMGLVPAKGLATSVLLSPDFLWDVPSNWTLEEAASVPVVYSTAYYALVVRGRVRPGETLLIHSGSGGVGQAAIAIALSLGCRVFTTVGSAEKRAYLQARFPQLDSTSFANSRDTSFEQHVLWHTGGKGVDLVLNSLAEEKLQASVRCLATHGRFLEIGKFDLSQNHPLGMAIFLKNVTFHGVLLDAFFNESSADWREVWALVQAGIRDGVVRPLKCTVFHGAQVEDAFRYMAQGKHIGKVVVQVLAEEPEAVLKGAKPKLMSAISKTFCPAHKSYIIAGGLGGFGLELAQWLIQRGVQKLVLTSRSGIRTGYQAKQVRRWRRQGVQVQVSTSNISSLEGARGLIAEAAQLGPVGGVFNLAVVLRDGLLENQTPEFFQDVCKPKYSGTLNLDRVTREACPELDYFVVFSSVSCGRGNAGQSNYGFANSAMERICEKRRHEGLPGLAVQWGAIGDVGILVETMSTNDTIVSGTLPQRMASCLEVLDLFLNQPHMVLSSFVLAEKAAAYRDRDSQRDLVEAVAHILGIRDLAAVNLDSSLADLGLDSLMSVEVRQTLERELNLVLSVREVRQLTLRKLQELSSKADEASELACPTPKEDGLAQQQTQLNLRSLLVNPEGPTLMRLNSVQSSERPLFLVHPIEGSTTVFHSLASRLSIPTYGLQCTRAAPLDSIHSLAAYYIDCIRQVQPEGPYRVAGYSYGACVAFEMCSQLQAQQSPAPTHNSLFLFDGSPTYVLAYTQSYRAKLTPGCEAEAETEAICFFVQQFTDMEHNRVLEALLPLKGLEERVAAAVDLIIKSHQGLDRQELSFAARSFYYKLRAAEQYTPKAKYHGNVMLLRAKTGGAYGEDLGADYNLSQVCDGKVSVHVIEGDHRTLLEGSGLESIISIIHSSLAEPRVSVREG
# The depositor's hits bear a star; i = inactive; . = no result given; + = active, no number.
SMILES,MT1-MMP act inh,Neddylation inh,SKN-1 inh,bovine MsrA act,CendR NRP1 mod,PABP1 MLLE inh,eLon inh,Rin1-Abl PPI inh,FAS-TE inh
COc1cccc(C(=O)Nc2ncc3c(n2)CC(C)(C)CC3=O)c1,-4,i,1,1,13,12,-14,-8,-4
CCOc1ccc(CC(=O)Nc2c(C(N)=O)oc3ccccc23)cc1OCC,1,i,5,-1,1,-1,-6,-2,-5
CCOC(=O)/C(C#N)=C1/SC(C)C(=O)N1c1ccc(Br)cc1 (centres undefined),.,i,-3,-13,3,5,-9,-3,-4
Cc1ccc(N2CC(=O)Nc3c(sc4nc(C)cc(C)c34)C2=O)cc1,6,i,2,1,6,3,-1,1,-5
COc1cc2c(cc1OC)CN(C(=O)CCNC(=O)c1ccccc1Cl)CC2,2,i,-3,-6,2,5,0,-4,-8
CCN1CCN(c2c(Cl)cccc2NC(=O)c2ccco2)CC1,5,i,3,-5,2,4,-11,1,-1
CSc1cccc(NC(=O)c2ccc(Cl)nc2)c1,1,i,15,2,-22,3,-6,2,7
CN(CC(=O)NCc1cccs1)CC(=O)Nc1ccc(F)c(F)c1F,1,i,8,-2,9,2,-2,-1,-4
COc1ccc(N(CC(=O)NCCc2ccc(OC)c(OC)c2)S(=O)(=O)c2ccc(OC)c(OC)c2)cc1,-2,i,13,-2,-6,1,-4,-2,-5
Cc1cc(=O)oc2c3c(cc(OCC(=O)NCCC(=O)N[C@@H](C)C(=O)O)c12)OC(C)(C)CC3,0,.,-9,-4,-4,11,-5,-1,-3
Cc1[nH]c(=O)[nH]c1C(=O)CCCCC(=O)O,.,i,11,-2,5,17,10,89*,-9
COc1ccc(CC(=O)N(c2ccccc2)c2nc(C)cs2)cc1,-2,i,-6,-2,-14,-1,-10,-1,4
COc1cc2c(cc1OC)CN(C(=O)c1ccccc1C(=O)O)CC2,-1,i,-20,-3,2,-5,-1,-2,-8
CC(=O)N(CCc1ccccc1C)Cc1cc2ccc(C)cc2[nH]c1=O,.,i,0,-12,-2,-16,3,-2,-1
CN1CCN(C(=O)C2CC(=O)N(c3ccc(F)c(Cl)c3)C2)CC1 (centres undefined),1,i,-8,-2,-8,12,3,1,-5
O=C(Nc1cc(C(=O)Nc2ccccc2C(=O)O)cc(C(=O)Nc2ccccc2C(=O)O)c1)c1ccccc1,-2,+,-8,-7,-202,2,5,0,9
CCCC1(c2ccccc2)NC(=O)N(CC(=O)NCc2ccc(OC)cc2)C1=O (centres undefined),1,i,17,-1,6,-1,-4,2,-2
Cc1cc(N2CCN(C(C(=O)NC3CCCC3)C(C)C)CC2)c2ccccc2n1 (centres undefined),2,i,-13,.,-1,.,.,.,.
CCn1c(C(=O)NCc2cccnc2)cc2sc(Cl)cc21,0,i,13,-1,21,-5,8,-4,2
CCCCn1nnnc1C(c1ccccc1)N1CCN(c2ccccn2)CC1 (centres undefined),-1,i,9,-5,6,.,-8,.,2
CSCCC(NC(=O)c1ccc(Cl)cc1Cl)C(=O)N1CCCCCCC1 (centres undefined),1,i,-7,-3,-4,-2,-12,1,9
COc1cc(Cl)ccc1OC1(C)CCN(Cc2ccc3ccccc3c2)C1 (centres undefined),4,i,10,0,8,-11,-7,0,15
COc1ccccc1OCc1ccc(C(=O)NC2CCCCC2)o1,3,i,10,0,8,-3,-18,-3,-1
CC(NS(=O)(=O)c1ccccc1)C(c1cccs1)N1CCN(C)CC1 (centres undefined),-3,i,9,0,17,9,-4,4,-10
CCCCn1c(N)c(N(C(=O)CSc2nnnn2-c2ccc(C)cc2)C2CCCC2)c(=O)[nH]c1=O,-22,i,-32,-7,4,-64,13,1,0
CC(=O)C1=CCC(c2ccccc2)N(S(=O)(=O)c2cccc(C)c2)C1 (centres undefined),-1,i,9,-3,-2,-2,-2,4,4
Cc1ccc(COn2c(-c3ccc(Cl)cc3Cl)nc3ncccc32)cc1,-7,i,21,2,33*,8,2,0,13
CC(C)(C)c1ccc(OCCC(=O)NNC(=O)c2ccccc2)cc1,-3,i,8,-4,5,3,2,0,0
Cc1cc(C)cc(N(CC(=O)NC2CCCC2)C(=O)CNC(=O)c2cccs2)c1,-2,i,-5,-1,5,-8,-8,0,-3
Cc1ccc(-n2nc(C)c3c(C)c(CCC(=O)NCc4ccccc4)c(C)nc32)cc1,0,i,0,-2,4,-6,-10,-2,-2
CCOC(=O)C1CCN(C(=O)c2cccc(NC3=NC4CS(=O)(=O)CC4S3)c2)CC1 (centres undefined),2,i,1,-1,0,-18,-4,18*,-6
Cc1ccc(OCC(=O)N(Cc2cccc(Cl)c2)C2CCS(=O)(=O)C2)cc1C (centres undefined),-2,i,-7,-2,-7,6,-5,1,12
O=C(CCn1c2c(c3ccccc31)CCCC2)NNC(=O)c1cccc([N+](=O)[O-])c1,1,i,1,-6,8,-2,-14,1,30
CN1CCN(C2=C(Cl)C(=O)C(c3cnc(N4CCCCC4)s3)=C(Cl)C2=O)CC1,12,i,25,-1,9,19,8,-2,60*
CCOc1ccccc1NC(=O)c1ccccc1-c1nc(-c2ccccc2)no1,0,i,4,-11,-10,3,-8,-2,32
Cn1cnc([N+](=O)[O-])c1Oc1ccccc1,5,i,-4,-3,6,4,5,-1,2
CCOC(=O)c1cc(C)nnc1C(=O)OCC,2,i,1,-4,8,6,1,0,-8
Cc1c(CCOC(=O)c2cc([N+](=O)[O-])cc([N+](=O)[O-])c2)sc[n+]1CC(=O)c1ccccc1,0,i,7,5,6,18,-6,-2,13
Cc1cc(OCC(=O)NCCc2ccc(S(N)(=O)=O)cc2)c2c(C)c(C)c(=O)oc2c1,0,i,8,-2,-6,12,-1,-3,-2
CC(=O)Nc1nc(SCC(=O)NCc2ccc(F)cc2)[nH]c(=O)c1NC(=O)c1cccs1,1,i,5,-9,12,22,6,5,-9
COCC(C)OC(=O)C(C#N)c1nc2ccccc2nc1N1CCN(Cc2ccccc2)CC1 (centres undefined),-22,i,18,-11,-21,1,-4,-3,21
NC(=O)Cc1nc2scc(-c3ccccc3)c2c(=O)[nH]1,-10,i,4,-2,-31,-14,-9,-1,-3
Cc1cccc(OCC(=O)NC(=S)N2CCCc3ccccc32)c1,1,i,8,-2,8,33,10,2,-4
Cn1c(=O)c2c(SCC(=O)N3CCOCC3)nc(-c3ccccc3F)nc2n(C)c1=O,-1,i,9,2,3,10,1,2,1
COc1ccc(-n2nc(C(=O)NCC(=O)NC3CCCCC3)c3ccccc3c2=O)c(OC)c1,-1,i,14,-3,-1,9,2,-1,-1
CCOC(=O)[C@H]1[C@H]2COc3cc(OC)ccc3[C@@H]2N2C(=O)CN(C)C(=O)[C@@]12C,1,i,6,-3,16,2,7,2,-11
O=C(CCNS(=O)(=O)c1cccc2nsnc12)Nc1ccc2c(c1)OCCO2,4,i,6,-1,4,-7,2,-3,-2
O=C(Cn1ncc2c3ccccc3n(Cc3ccccc3)c2c1=O)N1CCN(c2ccccn2)CC1,-1,i,-24,-8,-8,-14,-14,-4,10
CN(CCO)Cc1csc2ccc(Br)cc12,4,i,-31,-5,2,0,-14,2,-5
Cc1cccc(-c2n[nH]c([N+](=O)[O-])n2)c1,-4,i,-2,2,5,13,3,-4,-4
CCN(CC)S(=O)(=O)c1ccc(N2CCCC2)c(NC(=O)c2ccc(OC)cc2OC)c1,1,i,-2,-3,-1,6,-6,1,24
O=C(OCc1cn([C@H]2CN(C(=O)C3CCCCC3)[C@@H](c3ccc(Cl)cc3)C[C@@H]2O)nn1)c1ccccc1,0,i,0,-1,-6,5,0,1,14
COc1cc(C(=O)Nc2ccc3c(c2)N(C(=O)CCN(C)C)c2ccccc2CC3)cc(OC)c1OC,6,i,5,-4,-1,-4,-5,-1,-4
CCOc1ccccc1N1CC(O)=C(c2nc3ccccc3s2)C1=N,3,i,8,-13,-2,-3,-4,-5,6
COc1cc(/C=C/C(=O)OCC(=O)NC2CCS(=O)(=O)C2)ccc1OC(F)F (centres undefined),3,i,-8,-2,0,6,-5,2,-3
COc1ccccc1C(=O)Nc1ccc(N2CCN(S(C)(=O)=O)CC2)cc1,2,i,3,0,0,-10,-3,4,-1
O=C(c1ccc(CNc2c(N3CCOCC3)c(=O)c2=O)cc1)N1CC=C(c2ccccc2)CC1,0,i,7,0,-8,7,1,-2,9
O=c1c2ccccc2nc(/C=C/c2ccc(Cl)cc2)n1CCO,1,i,5,-3,5,13,-12,-1,1
CC(C)c1cc(NC(=O)C(C)(C)C)cc(C(C)C)c1O,0,i,6,-3,9,-1,-6,2,-6
CC(C)CN(c1ccccc1)S(=O)(=O)c1nnc(NC(=O)c2ccco2)s1,1,i,-12,-7,0,-1,5,0,1
# (cont.)
SMILES,MT1-MMP act inh,Neddylation inh,SKN-1 inh,bovine MsrA act,CendR NRP1 mod,PABP1 MLLE inh,eLon inh,Rin1-Abl PPI inh,FAS-TE inh
COC(=O)c1n[nH]c2ccccc12,0,i,0,-1,6,-8,-14,1,-7
Cn1c2c(c(=O)n(C)c1=O)C(c1ccc(F)cc1)C(C#N)=C(N)O2 (centres undefined),-5,i,9,-6,-3,17,-1,2,-5
CN1C(=O)Cc2cc(S(=O)(=O)NCc3cccs3)ccc21,-3,i,-6,-2,4,-13,-1,1,-8
Cc1ccc(S(=O)(=O)NCCC(c2ccccc2)c2ccccc2)cc1C(=O)O,-2,i,16,-3,0,-4,6,1,-4
COc1ccc(Cn2c(C3CC3)nc3ccc(NC(=O)C4CC4)cc3c2=O)cc1,3,i,5,0,-1,8,-4,0,7
COc1ccccc1Oc1c(C)oc2cc(OC(=O)c3ccco3)ccc2c1=O,0,.,11,-4,-5,-5,-4,-3,10
CCOC(=O)N1CCN(C(=O)CS(=O)(=O)Cc2nc(-c3ccccc3F)oc2C)CC1,3,i,4,1,5,5,-11,4,-7
Cc1ccc(OCCSc2nnc(-c3ccncc3)n2C)cc1,8,i,7,-2,-6,-12,-6,4,-4
Cc1ccc(-c2cnc(SCC(=O)N3CCCc4ccccc43)n2C)cc1,-4,i,-7,-2,23,-102,-6,5,6
CC(C)(C)OC(=O)N1CCC(CNC(=O)c2ccc(F)cc2)CC1,0,i,-5,-3,5,-6,-2,-3,-2
O=C(COC(=O)c1ccc(-c2nnc(-c3ccccc3)o2)cc1)c1ccccc1,1,i,4,-2,4,-2,-2,0,-7
Cc1ccc(NC(=O)c2oc3c(c2C)C(=O)CC(C)(C)C3)cc1,1,i,15,0,-7,-1,11,-1,4
Cc1ccc(C(=O)C2=C(O)C(=O)N(Cc3ccco3)C2c2cccc(Cl)c2)o1 (centres undefined),1,i,8,-5,4,0,-6,1,2

# For convenience, some entries already given.
SMILES,MT1-MMP act inh,Neddylation inh,SKN-1 inh,bovine MsrA act,CendR NRP1 mod,PABP1 MLLE inh,eLon inh,Rin1-Abl PPI inh,FAS-TE inh
COC(=O)c1n[nH]c2ccccc12,0,i,0,-1,6,-8,-14,1,-7
Cn1c2c(c(=O)n(C)c1=O)C(c1ccc(F)cc1)C(C#N)=C(N)O2 (centres undefined),-5,i,9,-6,-3,17,-1,2,-5

# Source: PubChem BioAssay (several laboratories)
